Source: PubChem
TcdB GH inh: TcdB glycohydrolase inhibitors, primary screen, biochemical, single point, plate reader. hit rate 0.24% among 350,000. TcdB glycohydrolase enzymatic assay. inhibition, % at 9.99 µM. Toxin B (Clostridioides difficile), P18177; in the data active = inhibition above about 10%
Yp Topo-I inh: Yersinia pestis topoisomerase I inhibitors, primary screen, biochemical, cleavage product accumulation, plate reader, single point; hit rate 0.064% among 360,000; Y. pestis Topo-I cleavage product accumulation; activity, % at 10 µM; DNA topoisomerase I (Yersinia pestis CO92); in the data active = activity above about 50%, passing the limit was not always enough; inconclusive = no clear call, values can overlap the other calls; note: inactives centre near 2
PrPC surface inh: inhibitors of human cell surface prion protein PrPC, primary screen, cell-based, TR-FRET. Major prion protein (Homo sapiens), P04156. TR-FRET read-out. inhibition, % at 13.8 µM. hit rate 0.43% among 370,000; in the data active = inhibition above about 24%; note: 0% = median of the test wells and 100% = reference compound wells
3CLpro inhibitor: SARS-CoV 3CLpro protease inhibitors, primary screen, biochemical, quenched FRET | inhibition, % at 6 µM | hit rate 0.14% among 290,000 | Replicase polyprotein 1ab (Severe acute respiratory syndrome coronavirus), P0C6X7 | AID 1706, 2009 | recombinant SARS-CoV 3CLpro, quenched FRET peptide cleavage; in the data active = inhibition above about 12%
BoNT-A LC inh2: BoNT/A light chain protease inhibitors, primary screen, biochemical, flow cytometry, MLPCN library | inhibition, % at 10 µM | multiplex microsphere protease substrate cleavage | AID 588499, 2011 | Botulinum neurotoxin type A light chain protease (Clostridium botulinum A str. ATCC 3502) | hit rate 0.17% among 360,000; note: plate controls were buffer without enzyme for full effect and enzyme alone for no effect
PfHsp40 rescue: rescue of yeast from PfHsp40 toxicity, primary screen, S. cerevisiae, ATP luminescence. S. cerevisiae expressing PfHsp40, growth rescue. growth rescue, % at 12.5 µM. AID 504582, 2011. hit rate 0.68% among 340,000; in the data active = growth rescue above about 28%, passing the limit was not always enough; inconclusive = no clear call, values can overlap the other calls;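 note: yeast W303a lacking pdr1 and pdr3 grown in galactose medium; growth measured after three days at 30 °C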
Anthrax LF prot: Bacillus anthracis LF protease inhibitors, primary screen, biochemical, multiplex microsphere, MLPCN library; Lethal factor (Bacillus anthracis), P15917; multiplex microsphere protease cleavage assay; inhibition, % at 10 µM; hit rate 0.12% among 360,000; note: plate controls were buffer without enzyme for full effect and enzyme alone for no effect
SSB-PriA inh: inhibitors of Klebsiella pneumoniae PriA binding to SSB C-terminal tail, primary screen, biochemical, AlphaScreen. hit rate 0.6% among 430,000. AlphaScreen SSBct-PriA binding, biotinylated peptide. AID 1272365, 2023. inhibition, % at 33 µM; in the data active = inhibition mostly above about 37%, no sharp cut-off; inactive = mostly below about 20%;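 note: plate controls were negative control peptide for no effect and reference peptide for full effect; strong numbers were not always called active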
BH1578 lux ind: inducers of Vibrio cholerae quorum light production without autoinducers, primary screen, BH1578 luxS cqsA deficient, single point. V. cholerae BH1578 lux reporter, luminescence, 6 h. activation, % at 18.7 µM. hit rate 0.16% among 350,000; in the data active = activation mostly above about 9.7%, no sharp cut-off; inconclusive = no clear call, values can overlap the other calls; inactive = mostly below about 3.7%; note: not every result past the cut was called active; inactives centre near 0; reference of the scale not given here
Active calls of the source: *; i = inactive; ? = inconclusive; nt = no result given; & = joins results of further samples. Cut-off read from the data, not from the text of the source, unless noted: active = inhibition above about 30%; inconclusive = no clear call, values can overlap the other calls; inactive = below that. A portion of the library, so the mix of outcomes need not match the whole.

SMILES | TcdB GH inh | Yp Topo-I inh | PrPC surface inh | 3CLpro inhibitor | BoNT-A LC inh2 | PfHsp40 rescue | Anthrax LF prot | SSB-PriA inh | BH1578 lux ind
CCc1ccc(NC2=CC(=O)CC(C)(C)C2)cc1 | 0.6 | 8 | 5 | 1 | -0.2 | -2.2 | 6 | 9 | i
Cc1ccccc1OCC(O)Cn1c(N2CCCCC2)nc2c1c(=O)[nH]c(=O)n2C (stereo unspecified) | 1.2 | 20 | 2 | -2 | -0.1 | 3.0 | -1 | -11 | i
Cc1ccc(S(=O)(=O)NCC(=O)OCc2csc(CC(=O)Nc3ccccc3C)n2)cc1C | 0.2 | 4 | 6 | nt | -0.2 | -0.1 | 3 | -3 | 2.8
CCC1CCc2c(sc(NC(C)=O)c2C#N)C1 (stereo unspecified) | nt | 4 | -10 | -4 | -0.8 | -0.3 | 2 | -4 | 20
CC(=O)N1N=C(c2ccc(C)o2)CC1c1cccc(F)c1 (stereo unspecified) | 0.4 | 4 | -6 | 6 | 0.0 | 1.7 | -2 | -2 | -0.4
S=C(NCCc1ccccn1)Nc1ccc(Cl)cc1 | 0.9 | 0 | 4 | -1 | 0.5 | 0.4 | -1 | -6 | -0.3
COc1ccccc1CNC(=O)C1CCCN(S(=O)(=O)c2cccs2)C1 (stereo unspecified) | -0.8 | 13 | 6 | 0 | -3.4 | 0.6 | 7 | -16 | -0.2
Cc1nc(-c2ccc([N+](=O)[O-])cc2)c(-c2ccccc2)o1 | 2.7 | 4 | -16 | 4 | 6.4 | 18 | 6 | 20 | 0.0
CC(=O)c1c(C)nc2ccccc2c1N | nt | -1 | 1 | -6 | -0.2 | 0.1 | -1 | -8 | -0.2
O=C(O)CCCNC(=O)/C(=C\C=C\c1ccccc1)NC(=O)c1ccccc1Cl | 1.4 | 1 | -1 | 4 | 1.1 | 0.6 | -1 | -11 | -0.5
CCOC(=O)Cc1csc(NC(=O)c2c(O)c3ccccc3n(CC(C)C)c2=O)n1 | -0.5 | 3 | -2 | 5 | -0.1 | -0.5 | -4 | -1 | i
Cc1cccc(CN2CCC(C(=O)Nc3ccc(Oc4cccnc4)cc3)CC2)c1 | 0.4 | 11 | -16 | -1 | -1.3 | 0.6 | 1 | 2 | -1.4
Cc1noc(C)c1COC(=O)/C=C/c1ccccc1Cl | -0.7 | -6 | -5 | 0 | 0.7 | -0.3 | -2 | -34 | -0.1
COc1ccccc1NC(=O)Nc1nc(C(N)Cc2ccc(C(F)(F)F)cc2)cs1 (stereo unspecified) | 0.8 | -14 | 6 | nt | -0.3 | nt | -1 | nt | -0.3
CN(C(=O)c1ccc2c(c1)C(=O)N(CCC1=CCCCC1)C2=O)C1CCCCC1 | 1.1 | 23 | 2 | 7 | -0.7 | 1.6 | 5 | -22 | -0.4
CCCCCC(=O)N1CC2(CC(c3cccc(NC(=O)COc4ccc(Cl)cc4)c3)=NO2)C[C@@H]1C(N)=O (stereo partly specified) | -0.1 | -4 | -2 | nt | 0.1 | 2.0 | -6 | 2 | -0.6
CCN(CC)C(=S)NC(=O)c1ccc(F)cc1 | 1.1 | 11 | 10 | 4 | -0.3 | -1.3 | -1 | -3 | -0.4
Cc1ccc2ncnc(-c3ccccc3)c2c1 | 0.5 | 26 | -5 | -4 | -0.8 | 1.9 | 0 | -17 | i
CCN(CC)CCn1c2ccccc2c2nc(C)sc21 | nt | 10 | -5 | 4 | 0.3 | -2.0 | -2 | -7 | 4.5
COc1ccc(-c2ccnc(SCC(=O)c3ccc(Cl)cc3)n2)cc1 | -0.7 | 31 | 6 | 0 | 7.9 | 2.2 | 38* | 2&-13 | -0.3
O=C(NCc1ccc(Cl)cc1)c1cnccn1 | nt | -2 | 7 | 2 | -0.1 | 6.4 | -1 | -14 | -0.2
FC(F)(F)c1cccc(N2CCN(CC3CC=CCC3)CC2)c1 (stereo unspecified) | nt | 21 | 11 | -1 | -0.9 | -1.1 | -4 | -48 | i
COC(=O)C(NNc1ccccc1)(NC(=O)c1ccc(F)cc1)C(F)(F)F (stereo unspecified) | nt | 5 | 10 | 1 | 0.0 | 0.4 | -4 | 2 | 3.8
NC(=O)CC(NC(=O)Cc1ccc(Br)cc1)c1ccc(NCCc2ccc(Cl)cc2)c([N+](=O)[O-])c1 (stereo unspecified) | nt | 15 | 4 | nt | -0.2 | 0.0 | 6 | -8 | -1.1
CCn1nc(C)c(C2C(C#N)=C(N)Oc3n[nH]c(C)c32)c1C (stereo unspecified) | 0.8 | -3 | 0 | 0 | -1.5 | -0.6 | -3 | -4 | 2.1

Profiles from above:
`NC(=O)CC(NC(=O)Cc1ccc(Br)cc1)c1ccc(NCCc2ccc(Cl)cc2)c([N+](=O)[O-])c1` (stereo unspecified) is listed with TcdB GH inh: nt; Yp Topo-I inh: 15; PrPC surface inh: 4; 3CLpro inhibitor: nt; BoNT-A LC inh2: -0.2; PfHsp40 rescue: 0.0; Anthrax LF prot: 6; SSB-PriA inh: -8; BH1578 lux ind: -1.1
`Cc1noc(C)c1COC(=O)/C=C/c1ccccc1Cl` is listed with TcdB GH inh: -0.7; Yp Topo-I inh: -6; PrPC surface inh: -5; 3CLpro inhibitor: 0; BoNT-A LC inh2: 0.7; PfHsp40 rescue: -0.3; Anthrax LF prot: -2; SSB-PriA inh: -34; BH1578 lux ind: -0.1
`COc1ccccc1NC(=O)Nc1nc(C(N)Cc2ccc(C(F)(F)F)cc2)cs1` (stereo unspecified) is listed with TcdB GH inh: 0.8; Yp Topo-I inh: -14; PrPC surface inh: 6; 3CLpro inhibitor: nt; BoNT-A LC inh2: -0.3; PfHsp40 rescue: nt; Anthrax LF prot: -1; SSB-PriA inh: nt; BH1578 lux ind: -0.3

Next results:
SMILES | TcdB GH inh | Yp Topo-I inh | PrPC surface inh | 3CLpro inhibitor | BoNT-A LC inh2 | PfHsp40 rescue | Anthrax LF prot | SSB-PriA inh | BH1578 lux ind
COc1ccc(S(=O)(=O)NC(=O)C2(C)CCN2C(=O)C(C)(C)c2ccccc2)cc1 (stereo unspecified) | -0.4 | 6 | 0 | nt | -0.4 | nt | -11 | nt | i
CC1CCCCC12NC(=O)N(CC(=O)Nc1cccnc1)C2=O (stereo unspecified) | 9.8 | 5 | 0 | nt | -0.1 | nt | -1 | nt | -0.5
Cc1nnc(SCCC(=O)Nc2ccccc2Cl)o1 | 1.1 | 0 | 7 | 1 | 1.3 | -1.4 | 4 | -12 | -2.0
CCOC(=O)c1cccc(NC(=O)c2cccs2)c1 | nt | -6 | 4 | -3 | -0.3 | 3.0 | -1 | -6 | 2.8
CN(c1ccccc1)S(=O)(=O)c1ccc2c(c1)oc(=O)n2C | 1.9 | -2 | 1 | -1 | 1.6 | 0.4 | 18 | 4 | 0.2
CCCCNC1CCS(=O)(=O)C1 (stereo unspecified) | nt | 2 | -1 | -5 | -1.9 | 1.7 | -3 | -4 | 6.2
O=C(NNc1ccc(F)cc1F)C1CCC1 | -2.0 | -3 | 15 | -1 | -1.2 | 0.4 | -2 | -5 | -0.5
Cc1ccc(C(=O)O)cc1NCc1ccncc1 | -1.8 | -7 | -5 | 2 | -1.4 | 1.8 | 2 | -7 | -0.5
COC(=O)c1ccccc1NC(=O)NC1CCN(Cc2ccccc2)CC1 | nt | 5 | -10 | -6 | -0.7 | -1.1 | -3 | -16 | 2.1
CCOC(=O)CNC(=S)N(Cc1ccccc1)Cc1cccnc1 | 3.0 | 3 | 2 | 2 | 0.5 | 0.4 | -2 | 9 | -1.4
CC(C)=CCC/C(C)=C/CNC(=O)CC1C[C@H](C(=O)N(C(C)C)C(C)C)[C@@]2(C)c3[nH]c4ccccc4c3CCN2C1=O (stereo partly specified) | -0.2 | -7 | 1 | nt | -0.9 | -0.2 | -6 | 5 | -3.9
COc1cc(CNc2ccc3[nH]c(=O)[nH]c3c2)ccc1OCc1ccccc1C | 3.0 | 1 | -16 | -2 | 6.4 | -1.9 | -6 | 9 | i
COC(=O)c1ccc(C2/C(=C(\O)c3ccc(OC)c(C)c3)C(=O)C(=O)N2c2cc(C)on2)cc1 (stereo unspecified) | nt | 8 | 3 | 6 | 0.1 | 1.2 | -1 | nt | i
CCOc1ccc(CCNC(=O)c2cc(=O)[nH]c3ccc(S(=O)(=O)N(CC)CC)cc23)cc1OCC | 0.0 | 5 | -7 | 0 | 1.8 | -1.0 | -2 | 16 | i
Cc1ccc(NC(=O)COC(=O)c2ccco2)cc1C | 2.7 | 3 | -5 | nt | 2.4 | -1.3 | 2 | 2 | 0.4
O=C(N/N=C/c1ccco1)C1CC1c1ccccc1 (stereo unspecified) | -0.2 | 2 | 4 | 5 | -1.5 | -1.2 | 1 | nt | 0.0
Oc1ccc(C2NCc3ccccc3-n3cccc32)cc1Cl (stereo unspecified) | 0.3 | -9&-1 | 3&6 | -1&-1 | -1.6&-0.3 | 0.7&-0.4 | -4&-12 | 3 | -0.5&-0.6
CCN(CC)C(=O)C1=C(C)N(CCC2=CCCCC2)C(=O)C(CC(=O)NCc2cccc3ccccc23)C1 (stereo unspecified) | 2.0 | 11 | -1 | nt | 0.0 | nt | 1 | nt | -1.0
COc1ccc2c(c1)c1ncn(CCCN3CCOCC3)c(=O)c1n2C | nt | 5 | -4 | -2 | 0.0 | 1.2 | 0 | 4 | i
Cn1cc(CCC(=O)NCc2cccc(Cl)c2)c2ccccc21 | 1.3 | 19 | 3 | 6 | 0.9 | 3.3 | 10 | 11 | i
NS(=O)(=O)c1ccc(N/N=C/c2ccncc2)cc1 | 0.3 | 1 | -8 | 2 | -2.3 | 0.1 | 0 | nt | -0.1
CCOc1ccc(NC(=O)CC2NCCNC2=O)cc1 (stereo unspecified) | nt | 0 | -1 | -1 | -0.6 | 0.8 | 2 | -5 | -5.0
CCN(CC)CCOc1c(C)cccc1Cl | 1.1 | -7 | -8 | -4 | 0.0 | 0.0 | 0 | 4 | -0.3
CC(=O)N1CCc2cc(S(=O)(=O)CCC(=O)N3CCN(C(=O)c4ccco4)CC3)ccc21 | nt | -10 | nt | 1 | -0.1 | ? | -1 | -5 | 0.6
FC(F)(F)Oc1ccc(-c2cn3cccnc3n2)cc1 | 0.5 | -7 | -11 | 1 | -5.4 | 0.4 | -11 | -3 | 0.6
COc1ccccc1C(CNc1ccc(S(=O)(=O)N2CCCC2)cc1[N+](=O)[O-])N(C)C (stereo unspecified) | 2.6 | 8 | -8 | -11 | -0.7 | -1.5 | -4 | -4 | i
C[C@H]1CN=C(Nc2ccccc2)N1CCCC1CCCC1 | 0.3 | 5 | -8 | -8 | 0.1 | -0.2 | 5 | -8 | -5.0
CCCc1n[nH]c(=O)c2c1nnn2Cc1ccccc1F | -0.3 | -5 | 7 | -10 | 4.7 | -1.7 | -1 | 0 | -0.3
Cc1cccnc1CNC(=O)C1CCC(=O)N(CCc2cccc(F)c2)C1 (stereo unspecified) | 1.6 | -1 | 6 | -3 | -0.1 | -1.6 | 1 | -7 | i

Reformatted: entries from further up
Each structure is followed by: TcdB GH inh | Yp Topo-I inh | PrPC surface inh | 3CLpro inhibitor | BoNT-A LC inh2 | PfHsp40 rescue | Anthrax LF prot | SSB-PriA inh | BH1578 lux ind
CCN(CC)C(=O)C1=C(C)N(CCC2=CCCCC2)C(=O)C(CC(=O)NCc2cccc3ccccc23)C1 (stereo unspecified)
    2.0 | 11 | -1 | nt | 0.0 | nt | 1 | nt | -1.0
COc1ccc(S(=O)(=O)NC(=O)C2(C)CCN2C(=O)C(C)(C)c2ccccc2)cc1 (stereo unspecified)
    -0.4 | 6 | 0 | nt | -0.4 | nt | -11 | nt | i
